SW480 rerep: A quantitative high throughput screen for small molecules that induce DNA re-replication in SW480 colon adenocarcinoma cells; SW480 DNA re-replication, Hoechst DNA content imaging, 48 h; Potency, µM (highest dose often 46.1 µM), inactives show at the top dose re-replication activation, most hits filed as activators; 340,000 tested, 1.8% active; further: potency means the concentration at half of the fitted maximal effect; % of control where 0% means no effect; nearly all actives have a fitted effect of over 55% in size
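Cells (250 per well) received 23 nL compound or DMSO by pin tool and were kept 48 hr at 37 C, 5% CO2. Nuclei were then stained with Hoechst for 40 min and scanned for DNA content.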
IL-1B inflam inh: qHTS for Inhibitors of Inflammasome Signaling: IL-1-beta AlphaLISA Primary Screen; THP-1 LPS/ATP IL-1B secretion, AlphaLISA, 16 h; hits give low values; activity change, % at 57.5 µM; 360,000 tested, 4.7% active; AID 743279, 2014; in the data active means activity change below about -50%; inconclusive means mostly about -30% to -49%; further: on the % scale 0 is the no-effect control and ±100 the full control effect
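Secreted IL-1B measured by AlphaLISA bead assay after 16 h compound exposure of THP-1 cells; compounds (final up to 57.5 uM) added 1 h before LPS (250 ng/mL) and ATP (1.25 mM) stimulation; lower signal means less secretion.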
DRD3 agonist: qHTS of D3 Dopamine Receptor Agonist: qHTS; 410,000 tested, 0.58% active; D3R DiscoveRx beta-arrestin cells, luminescence, 90 min; AID 652048, 2013; max activation, %; D(3) dopamine receptor (Homo sapiens), P35462; in the data active means max activation above about 30%; further: 0% is about no effect; mostly tested at two doses, the higher about 12 µM
Target sequence (P35462 whole entry, looked up): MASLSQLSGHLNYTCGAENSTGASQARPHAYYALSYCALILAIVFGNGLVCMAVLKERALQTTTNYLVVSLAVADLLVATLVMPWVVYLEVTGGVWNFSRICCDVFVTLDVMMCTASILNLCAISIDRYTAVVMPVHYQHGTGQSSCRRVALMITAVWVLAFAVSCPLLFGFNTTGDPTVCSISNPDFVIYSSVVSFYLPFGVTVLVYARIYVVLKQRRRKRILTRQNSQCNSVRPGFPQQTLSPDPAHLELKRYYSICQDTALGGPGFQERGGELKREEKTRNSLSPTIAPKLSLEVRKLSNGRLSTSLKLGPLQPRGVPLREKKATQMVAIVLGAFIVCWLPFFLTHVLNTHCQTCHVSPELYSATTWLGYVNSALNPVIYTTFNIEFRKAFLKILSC
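Agonist-mode cell screen: cells plated at 1500/well and incubated overnight at 37 °C, then exposed to library compounds for 90 min at 37 °C. Detection reagent was added for 30–60 min at room temperature, and luminescence was read.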
DRD3 antagonist: qHTS of D3 Dopamine Receptor Antagonist: qHTS. max response, negative = inhibition, %. D(3) dopamine receptor (Homo sapiens), P35462. 360,000 tested, 2.5% active. D3R cells, DiscoveRx beta-arrestin luminescence, antagonist mode; hits give low values; in the data active means max response below about -50%; inconclusive means no clear call, values can overlap the other calls; further: on the % scale 0 is the no-effect control and ±100 the full control effect; mostly tested at two doses, the higher about 12 µM
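Cells expressing the human receptor were seeded at 1500 cells/well, incubated overnight at 37 degrees C in 5% CO2, then exposed to library compounds with dopamine controls for 90 minutes at 37 degrees C before luminescent detection.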
HT1080-NT tox: qHTS for induction of synthetic lethality in tumor cells producing 2HG: qHTS for the HT-1080-NT fibrosarcoma cell line; Potency, µM (highest dose often 46.1 µM), for inactives: top-dose activity, negative = less viability, most hits filed as cytotoxic; HT-1080-NT fibrosarcoma viability, CellTiter-Glo ATP luminescence, 48 h; AID 686970, 2013; 360,000 tested, 1.6% active;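 further: NT is the 2HG producing partner of a matched IDH1 knockdown line; potency means the concentration at half of the fitted maximal effect; 0% = DMSO-treated cells and -100% = media-only wells without cells; nearly all actives have a fitted effect of over 55% in size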
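A 48-hour cytotoxicity screen used HT-1080-NT cells plated 2 hours before compound delivery. ATP-based CellTiter-Glo luminescence measured viability, normalized to DMSO and no-cell controls.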
HT1080 IDH1KD tx: qHTS for induction of synthetic lethality in tumor cells producing 2HG: qHTS for the HT-1080-IDH1KD cell line | HT-1080 IDH1 knockdown viability, ATP luminescence, 48 h | Potency, µM (titrated, usually from 46.1 µM), without a hit: at the top dose activity, negative = toxicity, most hits filed as cytotoxic | 360,000 tested, 2% active;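 further: potency means the concentration at half of the fitted maximal effect; 0% = DMSO wells and -100% = cell-free medium wells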
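Cytotoxicity counter-line: IDH1KD HT-1080, 48 h, CellTiter-Glo. Curves classed by r2, magnitude and activity.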
KB-V1 MDR tox: qHTS assay for MDR1-selective chemotherapeutics: Primary screen using the drug-selected MDR subline cells KB-V1 | KB-V1 MDR cells viability, CellTiter-Glo, 72 h | AID 1347076, 2019 | Potency, µM (series often up to 46.1 µM), without a hit: at the top dose activity change, negative = cytotoxicity, actives largely listed as cytotoxic | 400,000 tested, 3.4% active; further: potency means the concentration at half of the fitted maximal effect; on the % scale 0 is the no-effect control and ±100 the full control effect; nearly all actives have a fitted effect of over 60% in size
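Cells of the MDR subline KB-V1 are plated, dosed with compound at multiple concentrations, and incubated 72 h at 37 degrees C; CellTiter-Glo is then added and luminescence read after 10 min.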
KB-3-1 cytotox: qHTS assay for MDR1-selective chemotherapeutics: Primary screen using the parental adenocarcinoma cell KB-3-1; KB-3-1 viability, CellTiter-Glo ATP luminescence, 72 h; Potency, µM (titrated, usually from 46.1 µM), inactives show at the top dose activity change, negative = cytotoxic, most hits filed as cytotoxic; 400,000 tested, 1.4% active; further: potency means the concentration at half of the fitted maximal effect; on the % scale 0 is the no-effect control and ±100 the full control effect; nearly all actives have a fitted effect of over 60% in size
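Parental KB-3-1 viability, qHTS format: 72 h compound exposure, 37 °C; CellTiter-Glo; media-only wells and DMSO plates as controls; concentration-effect fits on corrected data.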
GLP1R ag: qHTS of GLP-1 Receptor Agonists. Glucagon-like peptide 1 receptor (Homo sapiens), P43220. HEK293 GLP-1R CRE-luciferase, luminescence, 4-6 h; cells express a hypersensitive GLP-1R form. Potency, µM (top dose mostly 45.6 µM), for inactives: at the highest dose activation, usual class: activators. 380,000 tested, 0.007% active; further: potency means the concentration at half of the fitted maximal effect; % of control where 0% means no effect
Target sequence (P43220 whole entry, looked up): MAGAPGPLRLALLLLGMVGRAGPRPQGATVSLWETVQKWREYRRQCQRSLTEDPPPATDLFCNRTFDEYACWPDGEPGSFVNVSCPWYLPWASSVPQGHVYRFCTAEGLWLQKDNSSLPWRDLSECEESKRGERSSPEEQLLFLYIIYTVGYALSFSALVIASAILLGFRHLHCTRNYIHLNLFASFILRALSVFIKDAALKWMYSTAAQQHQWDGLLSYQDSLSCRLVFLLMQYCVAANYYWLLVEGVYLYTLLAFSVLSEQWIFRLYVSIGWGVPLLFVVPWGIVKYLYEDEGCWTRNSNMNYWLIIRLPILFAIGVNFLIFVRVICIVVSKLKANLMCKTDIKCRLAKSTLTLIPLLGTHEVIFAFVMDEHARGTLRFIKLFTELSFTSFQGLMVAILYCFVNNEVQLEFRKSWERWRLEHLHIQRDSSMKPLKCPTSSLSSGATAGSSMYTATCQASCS
Active calls of the source: *; ? = inconclusive; . = no result given; [ ] = another dose, or the depositor's remark. Unless noted, the call rests on the fitted dose curve; in most records, active means well fitted curve in the direction sought with a large enough effect; inconclusive means small, poorly fitted or top-dose-only effect, or another doubt; inactive means no such curve, though single readings can be large; an effect the other way counts as inactive or inconclusive.

SMILES	SW480 rerep	IL-1B inflam inh	DRD3 agonist	DRD3 antagonist	HT1080-NT tox	HT1080 IDH1KD tx	KB-V1 MDR tox	KB-3-1 cytotox	GLP1R ag
CCCCN(C(=O)c1cc(=O)[nH]c2ccccc12)c1c(N)n(CCCC)c(=O)[nH]c1=O	-2.5%	-11.0	-3.0	3.9	-3.5%	12.4%	.	.	14.8%
CCCn1nnnc1NCc1ccc(OC)cc1	-21.5%	-1.7	-3.1	-15.8	-0.7%	-4.3%	11.4%	-1.1%	1.8%
O=C(c1cccc(F)c1)N1CCN(C2CCCCC2)CC1	2.6%	18.0	-17.0	-28.0	11.0%	-8.5%	-12.1%	-7.8%	-0.1%
Cc1ccc(C(=O)NC(Cc2ccc(C(C)(C)C)cc2)C(=O)O)cc1 (stereo not given)	-10.1%	9.0	-34.6	4.3	-0.6%	-12.9%	-0.1%	0.0%	-1.4%
CC(=O)c1ccc(N2CCN(CC(O)COC(c3ccccc3)c3ccccc3)CC2)cc1 (stereo not given)	79.3%	?	-23.0	-69.2*	?	?	0.0%	-25.3%	2.7%
Cc1ccc(Cl)cc1NC(=O)CSc1nc(C)c(C)c(C)c1C#N	.	.	8.3	.	.	.	?	?	-4.1%
OCC1(CCOc2ccccc2)CCN(Cc2ccc3cccc(F)c3n2)CC1	?	?	-14.3	-86.9*	-19.0%	-11.8%	-11.1%	0.0%	10.9%
COc1ccc(CN(C(=O)c2cccs2)C(C(=O)NC2CCCCC2)c2ccc3ncccc3c2)cc1 (stereo not given)	-1.9%	0.0	-5.6	61.4	-0.4%	-17.2%	?	12.4%	13.7%
CC(C)C(=O)Nc1cccc(C(=O)NCc2ccc(S(N)(=O)=O)cc2)c1	-0.4%	-6.3	-1.5	18.0	3.3%	-1.3%	?	4.0%	-1.4%
Cn1c(C(=O)NCc2cccnc2)cc2sc(Cl)cc21	-2.8%	-23.7	-12.9	-20.3	-10.7%	-27.9%	?	-9.5%	10.6%
Cc1ccc(/C=C2\SC(=S)N(C(Cc3ccccc3)C(=O)O)C2=O)cc1 (stereo not given)	-6.5%	21.8	5.3	3.1	6.3%	-0.7%	5.2%	1.9%	-3.3%
COc1ccc(NC(=O)CSc2nnc(-c3ccccc3)n2Cc2ccco2)c(OC)c1	1.9%	-28.2	10.3	?	-11.0%	-6.2%	-9.2%	-5.5%	2.0%
CCCNC(=O)/C(C#N)=C1\N=C(NC(=O)c2ccco2)c2ccccc21	?	-6.4	-10.5	-29.0	-6.0%	-5.9%	-2.6%	4.7%	10.5%
Cc1ccccc1NC(=O)Cc1nc(COC(=O)CSc2ccccc2)cs1	-2.2%	17.1	0.5	0.0	0.4%	0.9%	-3.0%	13.1%	-2.5%
c1ccc2c(c1)CCN(CCCNc1nc3ccccc3n3cnnc13)C2	-0.3%	1.1	-19.9	-109.1*	0.0%	4.2%	-1.1%	-1.7%	2.1%

Only IL-1B inflam inh, DRD3 antagonist and HT1080 IDH1KD tx (two entries from above):
molecule | IL-1B inflam inh | DRD3 antagonist | HT1080 IDH1KD tx
CCCCN(C(=O)c1cc(=O)[nH]c2ccccc12)c1c(N)n(CCCC)c(=O)[nH]c1=O | -11.0 | 3.9 | 12.4%
CCCn1nnnc1NCc1ccc(OC)cc1 | -1.7 | -15.8 | -4.3%

(continued)
SMILES	SW480 rerep	IL-1B inflam inh	DRD3 agonist	DRD3 antagonist	HT1080-NT tox	HT1080 IDH1KD tx	KB-V1 MDR tox	KB-3-1 cytotox	GLP1R ag
CC(OC(=O)c1ccc2c(c1)S(=O)(=O)c1ccccc1C2=O)C(N)=O (stereo not given)	-8.9%	40.5	17.4	32.2	15.9%	0.0%	14.0%	3.3%	11.1%
Clc1ccc(Nc2ccc(Cl)nn2)cc1	-45.7%[inhibitor]	.	4.5	12.8	4.2%	-3.5%	-3.2%	-1.4%	5.1%
CC(NC(=O)CSc1ccccc1)c1ccccc1 (stereo not given)	-21.3%	45.3	-2.2	8.9	6.3%	-0.2%	-10.0%	-2.4%	-1.3%
CC(=O)N1CCOc2ccc(S(=O)(=O)N(C)c3cccc(C)c3)cc21	?	32.2	2.4	-18.7	-5.7%	-3.3%	-3.5%	-17.4%	-8.3%
c1ccc(-c2ccc(-c3nc(-c4ccccn4)no3)cc2)cc1	1.0%	-3.9	15.3	40.1	10µM*	12.6µM*	8.2µM*	13µM*	-11.8%
CC(=O)Nc1cc(-c2cccc(F)c2)cn2c(-c3ccc(F)c(Cl)c3)cnc12	.	-2.3	5.5	43.8	?	?	?	1.0%	0.6%
O=C(COC(=O)c1nc(Cl)ccc1Cl)NCc1ccccc1	-4.3%	43.0	3.1	-2.7	-0.2%	12.7%	-11.5%	-2.6%	4.3%
O=C(NCc1ccccc1)c1cc(C2COCCN2C(=O)C2CC2)on1 (stereo not given)	.	-4.3	-1.6	-1.6	1.8%	-46.3%	?	19.7%	2.2%
O=C(CCN1C(=O)/C(=C/C=C/c2ccccc2)SC1=S)Nc1cccnc1	8.7%	-25.7	4.5	-28.0	?	?	?	13.1%	-2.7%
COc1ccccc1C(=O)N1CCN(C(=O)COc2cccc(C)c2)CC1	6.6%[9.22 µM]	7.4	-8.9	-2.8	0.6%	2.7%	3.3%	10.5%	-6.7%
O=C(CCCn1ncn2c(cc3occc32)c1=O)N1CCc2ccccc2C1	1.1%	-13.7	0.8	34.3	-20.2%	-11.0%	-9.4%	3.2%	24.1%
Fc1ccc(/C=N\Nc2cccc(F)c2)cc1	1.3%	-6.4	-13.8	-20.0	3.0%	4.9%	22.5%	11.3%	10.8%
COc1ccc(N=N/C(=C\O)C(=O)c2cccs2)cc1	?	-80.7*	21.1	13.1	-0.4%	-6.2%	0.0%	0.0%	12.4%
O=c1c2c3c(sc2nc2n1CCCCC2)CCC3	11.9%	7.0	3.4	?	-0.7%	-1.1%	-8.2%	-0.9%	9.4%
CCOc1ccc(NC(=O)CN(C)C(=O)Cn2cnc3c2c(=O)n(C)c(=O)n3C)cc1OCC	-5.0%	9.4	-6.5	-1.1	1.0%	0.4%	-6.0%	1.1%	2.4%

Look-ups from the list:
In GLP1R ag, CC(=O)Nc1cc(-c2cccc(F)c2)cn2c(-c3ccc(F)c(Cl)c3)cnc12 has 0.6%
In KB-3-1 cytotox, Clc1ccc(Nc2ccc(Cl)nn2)cc1 has -1.4%
In GLP1R ag, c1ccc(-c2ccc(-c3nc(-c4ccccn4)no3)cc2)cc1 has -11.8%

The results go on.
SMILES	SW480 rerep	IL-1B inflam inh	DRD3 agonist	DRD3 antagonist	HT1080-NT tox	HT1080 IDH1KD tx	KB-V1 MDR tox	KB-3-1 cytotox	GLP1R ag
CCCc1nn2c(=O)c(C(c3ccc(C)cc3)c3c(O)nc4sc(CCC)nn4c3=O)c(O)nc2s1	-0.6%	6.8	14.4	3.9	15.5%	19.6%	20.9%	14.5%	-8.8%
COCCOC(=O)c1c(C)oc2ccc(OC(=O)c3ccc4c(c3)OCO4)cc12	-0.3%	12.7	4.0	9.7	17.2%	20.4%	-12.4%	19.3%	2.4%
CN(Cc1nc2ccccc2n1C)C(=O)c1cccs1	-3.4%	11.8	-5.6	-8.2	5.3%	1.7%	6.8%	3.4%	-11.0%
CCOC(=O)c1nnn2c3ccccc3c(=O)n(C)c12	-11.8%	35.2	1.6	14.3	-0.4%	10.4%	4.7%	8.2%	6.9%
CCOC(=O)N1CCC(N2Cc3cccc(C(=O)Nc4cccc(F)c4)c3C2=O)CC1	1.2%	-25.8	4.1	11.2	4.0%	-0.2%	-19.9%	-6.1%	6.5%
O=C1CCC(C(=O)N2CCSCC2)CN1CCc1cccc(F)c1 (stereo not given)	-4.1%	7.1	6.2	4.1	13.4%	17.6%	-15.0%	-0.2%	-3.8%
CCNC(=S)N(CCN(C)C)Cc1cc2cc3c(cc2[nH]c1=O)OCO3	-1.0%	-25.3	-1.1	10.2	4.8%	12.9%	0.0%	-5.7%	2.1%
CC(=O)c1ccc2noc(-c3ccc(F)cc3)c2c1	-4.6%	?	2.8	11.8	-4.9%	-0.2%	-14.8%	-12.5%	8.1%
Cc1cccc(C(=O)c2c(N)sc3c2CCC(C)C3)c1 (stereo not given)	7.9%	11.1	10.4	-5.5	0.6%	5.1%	?	2.8%	-9.1%
Cc1nn2c(-c3cccc(NC(=O)CSc4nc5ccccc5o4)c3)nnc2c2ccccc12	-6.8%	-16.5	2.0	-20.5	-23.2%	-23.2%	?	-14.9%	0.9%
O=c1c2c3c(sc2nc2n1N=C(c1cccs1)CS2)CCCC3	0.9%[9.22 µM]	-1.3	2.7	-18.1	29.4%	7.6%	27.4%	-7.9%	16.5%
CCC(Oc1ccccc1)C(=O)N1CC(C)CC(C)C1 (stereo not given)	-3.7%	6.2	-2.7	5.1	12.1%	14.9%	0.6%	-1.6%	1.9%
Cc1ccc(NC(=O)COC(=O)c2c(C)nn(-c3ccccc3)c2C)cc1	10.5%	-19.0	-12.0	0.3	-0.8%	-1.2%	-29.3%	24.5%	6.8%
CC(=O)Oc1ccccc1-c1nc(/C=C/c2ccccc2)no1	1.1%	1.0	4.4	10.7	-6.7%	-16.0%	13.1%	-2.7%	-3.4%
O=C(CCC(=O)OCC(=O)c1cccc([N+](=O)[O-])c1)NC1CCCCC1	2.59µM*	-10.3	0.3	0.0	2.1%	-6.5%	2.7%	-17.5%	-2.0%
Nc1ccc(SC(F)(F)F)cc1C(=O)c1ccccc1	?	-102.7*	1.7	-22.1	-2.9%	-10.1%	-13.8%	-11.4%	-14.9%

Source: PubChem BioAssay (National Center for Advancing Translational Sciences (NCATS))

Outcome played no part in choosing rows; overall some 12% were active at least once.
